Screening data deposited in PubChem BioAssay by Broad Institute.
LGR2 inh: inhibitors of bursicon-induced Drosophila LGR2 receptor cAMP signaling | HEK293 LGR2, CRE-luciferase, bursicon-stimulated, 4 h | inhibition, % at 9.99 µM | 380,000 tested, 0.35% active | AID 720647;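 active = drop in luminescence signal, shown as inhibition above about 50% in the replicate tests, limit read from the data, passing the limit was not always enough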;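 also: agonist challenge used bursicon conditioned medium at about half maximal strength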
S100A4 MyoIIA: blocks human S100A4 binding to myosin IIA peptide | AID 652163 | S100A4/TAMRA-MyoIIA peptide fluorescence polarization | P26447 | inhibition, % at 10.7 µM | 360,000 tested, 0.14% active;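 active = mean inhibition of at least 70% across replicates, with every replicate also reaching that level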
Target sequence (P26447 whole entry, looked up): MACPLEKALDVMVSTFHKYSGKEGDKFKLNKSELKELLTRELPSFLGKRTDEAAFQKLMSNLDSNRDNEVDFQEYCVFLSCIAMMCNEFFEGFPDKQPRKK
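assay system = human S100A4 monomer with TAMRA-labelled myosin IIA peptide | also added = labelled myosin peptide probe, 5 nM | incubation = 5 min between mix addition and reading | control set = DMSO and TFP controls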
Xi reactivation: activators of X-chromosome reactivation in mouse fibroblasts | XiGFP mouse fibroblasts, % GFP-positive cells imaging, 3 d; cells co-treated with 5-aza-dC sensitizer; scaled so ellipticine positive control = 100% | activation, % at 7.58 µM | 360,000 tested, 0.055% active | AID 743238;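 active = mean normalized replicate activation at least 10% and every replicate at or above 10%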;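 also: 0% = median of on-plate neutral control wells and 100% = ellipticine 6 µM median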
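System: 68-5-11 XiGFP fibroblast line | Buffer or medium: DMEM containing 5-aza-dC | Compound: Single point | Times: Compounds 3 days, fix/stain 15 min at room temperature | Benchmarks: Positive control ellipticine, 6 µM final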
Statin myotox sup: suppressors of simvastatin-induced myotoxicity in C2C12 myotubes | ATP luminescence, 48 h; scaled: DMSO 0, geranylgeraniol control 100 | rescue of ATP level, % at 7.49 µM | 330,000 tested, 0.78% active | AID 602340;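 active = mean ATP rescue above about 67%, or every replicate alone reaching that limit, limit read from the data, passing the limit was not always enough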;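 also: myotubes were challenged with 10 µM simvastatin during compound exposure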
PGC1a acetyl inh: PGC1a acetylation modulation, inhibitor mode | U2OS PGC1a acetylation, AlphaScreen anti-acetyl-lysine; with virally co-expressed GCN5 acetyltransferase | inhibition, % at 15.6 µM | 350,000 tested, 0.17% active | AID 651687;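 active = every replicate shows inhibition of at least 40%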;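 also: 0% = neutral control wells and 100% = positive control wells; some results beyond the cut were filed as inactive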
Cneo AK release: Cryptococcus neoformans lysis via adenylate kinase release; lysis activity, % at 15 µM; AID 651654; 360,000 tested, 0.2% active; C. neoformans lysis, adenylate kinase release luminescence, 4 h; normalised: neutral wells 0, clomiphene wells 100;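 active = mean lysis activity across replicates of at least 80%, whatever share of replicates individually reach that level; inactive = mean lysis activity below 80%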
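Material: C. neoformans cells | Amount: Yeast cell density of 5 × 10^6 cells/mL | Medium: Fresh YPD growth medium | Dosing: Single dose | Times: Static 4 h at 37 °C with compound, 1 h detection | Detection: AK luminescence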
SIRT5 block: inhibitors of human sirtuin-5 desuccinylase; AID 652115; 330,000 tested, 1.1% active; inhibition, % at 15 µM; Purified SirT5, succinyl-peptide AMC, trypsin-coupled fluorescence; in the data active = inhibition above about 15%
Target sequence (Q9NXA8 whole entry, looked up): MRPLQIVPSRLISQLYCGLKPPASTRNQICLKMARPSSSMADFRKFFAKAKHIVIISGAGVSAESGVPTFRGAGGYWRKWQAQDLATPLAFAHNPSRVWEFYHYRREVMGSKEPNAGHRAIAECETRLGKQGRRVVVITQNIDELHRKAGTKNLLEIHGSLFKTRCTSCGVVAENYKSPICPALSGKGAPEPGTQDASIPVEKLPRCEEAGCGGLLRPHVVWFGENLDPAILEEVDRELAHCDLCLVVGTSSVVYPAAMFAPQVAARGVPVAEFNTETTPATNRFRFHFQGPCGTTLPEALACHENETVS
ERAP1 inh: inhibitors of human ERAP1 aminopeptidase; inhibition, % at 10.7 µM; recombinant ERAP1, Leu-AMC fluorescence, 60 min; Q9NZ08; AID 652197; 340,000 tested, 0.15% active;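 active = mean replicate inhibition of at least 30%, or all replicates individually reaching that 30% level; inactive = mean below 30% and not every replicate reaching it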;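 also: 0% = neutral control wells and 100% = L-leucinethiol positive control wells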
Starred values were filed as active, the others as inactive; nt = no result given. An excerpt; count on the stated rates, not on these rows.

Codes: A = LGR2 inh; B = S100A4 MyoIIA; C = Xi reactivation; D = Statin myotox sup; E = PGC1a acetyl inh; F = Cneo AK release; G = SIRT5 block; H = ERAP1 inh
1) C=CCc1cccc(/C=N/NC(=O)CCCNc2ccc(C)cc2)c1O
  A: 0; B: -9; C: -0.5; D: nt; E: nt; F: nt; G: -3; H: 5
2) CCCCC(=O)Nc1nnc(S(=O)(=O)N(CC)c2ccc(OC)cc2)s1
  A: -12; B: 1; C: 0.1; D: -8; E: nt; F: 1; G: 0; H: 1
3) COc1ccc(NC(=O)N(C)C[C@@H]2Oc3c(NS(=O)(=O)c4ccc(C)cc4)cccc3C(=O)N([C@@H](C)CO)C[C@@H]2C)cc1
  A: 11; B: -14; C: 0.1; D: 16; E: 3; F: -3; G: 1; H: 1
4) Cc1ccc(S(=O)(=O)Oc2ccc(/C=N/NC(=O)c3cccnc3)cc2)cc1
  A: -3; B: -7; C: 0.0; D: 15; E: -61; F: -2; G: nt; H: -1
5) CCS(=O)(=O)Nc1ccc2c(c1)C(=O)N(C)[C@H]1CC[C@@H](CC(=O)NCCOC)O[C@H]1CO2
  A: 3; B: -2; C: 0.2; D: -12; E: nt; F: 0; G: 1; H: -3
6) COc1ccccc1NC(=S)N(Cc1ccco1)Cc1cc2cc(C)c(C)cc2[nH]c1=O
  A: nt; B: -10; C: 1.2; D: nt; E: -1; F: 2; G: -3; H: 1
7) Cc1c(CCO)sc[n+]1CC(=O)OCCC12CC3CC(CC(C3)C1)C2
  A: -2; B: -5; C: 0.2; D: nt; E: nt; F: nt; G: -6; H: 12
8) CC(=O)Nc1ccc(NC(=O)COC(=O)Cn2cnc3ccccc32)cc1
  A: 7; B: 0; C: 0.5; D: 2; E: 5; F: 1; G: nt; H: -2
9) CCS(=O)(=O)N1CC2(C1)CN(S(=O)(=O)c1ccccc1)[C@@H](CO)c1c2c2ccc(OC)cc2n1C
  A: 10; B: -20; C: 0.0; D: nt; E: -24; F: nt; G: -1; H: 3
10) Cc1nnsc1C(=O)NNc1c(Cl)cccc1Cl
  A: 7; B: -3; C: -0.1; D: nt; E: 0; F: -1; G: 3; H: 5
11) CC(Oc1ccc(Cl)cc1)C(=O)Nc1ccccc1C(=O)N1CCOCC1 (stereo unspecified)
  A: 2; B: -1; C: -0.1; D: nt; E: 12; F: -1; G: -2; H: 1
12) C[C@H]1CC[C@]2(O[C@H](CCO)C[C@H](O)[C@H]2O)O1
  A: 10; B: -3; C: -0.2; D: 1; E: nt; F: 0; G: 2; H: -1
13) CCOC(=O)C1CCN(c2c(NCCCN3CCCCC3)c(=O)c2=O)CC1
  A: 0; B: -1; C: 0.2; D: 10; E: -3; F: -6; G: -4; H: nt
14) CSc1ccc(CN2CCC2(C)C(=O)Nc2cccc(Oc3ccccc3)c2)cc1 (stereo unspecified)
  A: 3; B: -5; C: 0.0; D: -8; E: nt; F: 0; G: 0; H: -6
15) CCOC(=O)Nc1ccc(S(=O)(=O)N2CCC(c3nc4ccccc4[nH]3)CC2)cc1
  A: 0; B: 1; C: -0.1; D: 5; E: -16; F: 2; G: nt; H: -6
16) C=CCN1CC2(c3ccccc3)CN(CC=C)CC(c3ccccc3)(C1)C2=O
  A: 7; B: 2; C: 0.0; D: 3; E: -12; F: nt; G: -2; H: -6
17) O=C(NC(Cc1ccccc1)C(=O)O)/C(=C/c1ccccc1)NC(=O)c1ccco1 (stereo unspecified)
  A: -7; B: -5; C: -0.1; D: 16; E: nt; F: -1; G: 1; H: 1
18) Cn1nnnc1SCCNS(=O)(=O)c1ccccc1
  A: -7; B: nt; C: nt; D: -4; E: 2; F: 12; G: nt; H: nt
19) CCCCC1CCC(C(=O)N(CCCC)c2c(N)n(CCCC)c(=O)[nH]c2=O)CC1 (stereo unspecified)
  A: 7; B: -29; C: 0.1; D: -21; E: -2; F: -1; G: -6; H: 1
20) CC(Oc1ccccc1)c1ccn[nH]1 (stereo unspecified)
  A: nt; B: 3; C: 0.0; D: 6; E: 7; F: 1; G: 1; H: -1
21) CCOc1ccccc1C(=O)N(Cc1ccc(C)o1)C1CCS(=O)(=O)C1 (stereo unspecified)
  A: -2; B: -4; C: 0.0; D: 8; E: 0; F: 1; G: -3; H: 1
22) Nc1[nH]n(-c2c(Cl)cc(Cl)cc2Cl)c(=O)c1N=Nc1ccc(S(=O)(=O)Nc2ncccn2)cc1
  A: 11; B: 3; C: -0.1; D: 2; E: 5; F: 0; G: 6; H: 4
23) Cc1ccc(/C=N/NC(=O)c2cccc(NC(=O)c3ccccc3Cl)c2)o1
  A: -1; B: -3; C: 0.0; D: -5; E: nt; F: 0; G: -2; H: -2
24) Cc1ccc(OCCC(=O)Nc2ccccc2C(=O)NC2CC2)cc1
  A: -2; B: 0; C: 0.1; D: 4; E: -10; F: 0; G: 5; H: -4
25) O=C(NC1CCCC1)[C@@H]1[C@@H](CO)[C@@H]2Cn3c(ccc(-c4ccc(F)cc4)c3=O)[C@H]1N2Cc1cocn1
  A: 11; B: -2; C: 0.0; D: 22; E: nt; F: -2; G: -20; H: 1

Next section
no.	molecule	LGR2 inh	S100A4 MyoIIA	Xi reactivation	Statin myotox sup	PGC1a acetyl inh	Cneo AK release	SIRT5 block	ERAP1 inh
26	CC(C(=O)NCCc1ccc(F)cc1)N1CCN(Cc2ccccc2)CC1 (stereo unspecified)	6	0	0.0	1	7	1	0	1
27	CCOc1ccccc1N(CC(=O)Nc1cccnc1)S(=O)(=O)c1ccc(C)cc1	12	-1	0.0	nt	nt	nt	-5	12
28	CCCCc1nc2cc(C(=O)N(C)C(C)c3ccccn3)ccc2o1 (stereo unspecified)	-8	0	0.0	-2	5	-2	-3	-3
29	C[C@H](O)C#Cc1cnc2c(c1)C(=O)N([C@@H](C)CO)C[C@@H](C)[C@@H](CN(C)C(=O)c1ccncc1)O2	-7	-1	0.3	3	5	3	6	-5
30	COC(=O)c1c(NC(=O)CSc2ccccc2N)sc(C)c1C	-10	0	0.4	-1	-5	0	-3	2
31	Cc1cc(NC(=O)CN2CCN(C/C=C/c3ccccc3)CC2)c([N+](=O)[O-])cc1C	7	nt	0.2	-14	2	0	nt	nt
32	CCCc1cc(C(=O)N2CCCC(Cc3cccc(Cl)c3)(C(=O)OCC)C2)n(C)n1 (stereo unspecified)	-7	2	2.5	-2	7	-3	-2	-4
33	CS(=O)(=O)c1ccc2c(c1)SC1=NC(=O)/C(=C/c3ccco3)C(=N)N12	16	-9	nt	5	1	-7	0	4
34	Cc1ccc(-c2nnn(CC(=O)N(Cc3ccco3)C(C(=O)NC(C)(C)C)c3ccc(C)o3)n2)o1 (stereo unspecified)	-13	1	0.0	nt	-36	nt	18*	2
35	CC(Oc1cccc(Cl)c1)C(=O)N1CCCN(C)CC1 (stereo unspecified)	-8	-8	0.4	nt	nt	0	5	-4
36	COc1ccc(OC)c(NC(=O)CC2Oc3ccccc3NC2=O)c1 (stereo unspecified)	-51	-6	0.1	-9	nt	-4	-5	-4
37	CO[C@@H]1CN(C)C(=O)c2cc(NC(=O)NC3CCCC3)ccc2OC[C@H](C)NC[C@H]1C	0	8	0.4	nt	nt	nt	3	1
38	COc1ccc(CCN2CC(C(=O)NCc3ccccc3)CCC2=O)cc1 (stereo unspecified)	9	1	0.1	0	-4	nt	-2	-5
39	CC(C)C1Cc2nc(Cl)c(C#N)cc2CO1 (stereo unspecified)	7	-4	0.2	-5	1	nt	-2	2
40	CCOC(=O)/C(C#N)=C/C1=C(N2CCOCC2)CC(C)(C)OC1	14	-4	0.0	nt	2	4	-3	1
41	CS(=O)(=O)Nc1ccccc1-c1ccc2nccn2c1	0	-9	0.1	11	-13	1	0	3
42	O=C(CSc1nc2ccccc2[nH]1)NC1CCCc2ccccc21 (stereo unspecified)	nt	3	-0.4	nt	nt	nt	-2	-1
43	CCCCCCCCCCCCN1C(=O)CSC1c1cccnc1 (stereo unspecified)	nt	-13	0.1	16	-4	-1	-2	-1
44	COc1ccc(CNC(=O)CCC(=O)N2CCN(C(C)=O)CC2)cc1	25	1	0.1	-2	nt	-2	-2	-5
45	COc1ccc(C(=O)NCC(=O)OCC(=O)Nc2cccc(S(=O)(=O)N3CCCC3)c2)cc1	-5	-10	-0.2	3	-6	-5	12	-2
46	CC(C)(C)C(=O)NNC(=O)C1CC1(c1ccccc1)c1ccccc1 (stereo unspecified)	6	-6	0.3	1	-1	-3	-3	1
47	Cc1sc2nc(SCC(=O)N(CCO)CCO)nc(N)c2c1C	-2	1	0.0	nt	-18	nt	9	-2
48	c1ccc(Cc2nnc3sc(C4COc5ccccc5O4)nn23)cc1 (stereo unspecified)	-2	-1	nt	63	-31	-2	-3	0
49	COc1ccccc1C(C(=O)NC1CCCCC1)N(C(=O)c1csnn1)C1CC1 (stereo unspecified)	17	-2	0.0	3	nt	2	-2	2
50	C[C@H](CO)N1C[C@H](C)[C@H](CN(C)S(=O)(=O)CC(F)(F)F)OCc2ccccc2-c2c(n(C)c3ccccc23)C1=O	6	4	-0.3	7	5	-1	2	-2
51	COc1ccc(N2CCN(C(=O)CSc3nnc(-c4ccco4)n3C)CC2)cc1	7	5	0.1	nt	nt	nt	-1	0
52	COc1cc2[nH]c(=O)n(CCCCCC(=O)N3CCN(c4ccccn4)CC3)c(=O)c2cc1OC	5	0	nt	1	nt	3	24*	-3

Rewritten with each value named: entries from further up
48) c1ccc(Cc2nnc3sc(C4COc5ccccc5O4)nn23)cc1 (stereo unspecified)
- LGR2 inh = -2
- S100A4 MyoIIA = -1
- Xi reactivation = nt
- Statin myotox sup = 63
- PGC1a acetyl inh = -31
- Cneo AK release = -2
- SIRT5 block = -3
- ERAP1 inh = 0

49) COc1ccccc1C(C(=O)NC1CCCCC1)N(C(=O)c1csnn1)C1CC1 (stereo unspecified)
- LGR2 inh = 17
- S100A4 MyoIIA = -2
- Xi reactivation = 0.0
- Statin myotox sup = 3
- PGC1a acetyl inh = nt
- Cneo AK release = 2
- SIRT5 block = -2
- ERAP1 inh = 2

50) C[C@H](CO)N1C[C@H](C)[C@H](CN(C)S(=O)(=O)CC(F)(F)F)OCc2ccccc2-c2c(n(C)c3ccccc23)C1=O
- LGR2 inh = 6
- S100A4 MyoIIA = 4
- Xi reactivation = -0.3
- Statin myotox sup = 7
- PGC1a acetyl inh = 5
- Cneo AK release = -1
- SIRT5 block = 2
- ERAP1 inh = -2

51) COc1ccc(N2CCN(C(=O)CSc3nnc(-c4ccco4)n3C)CC2)cc1
- LGR2 inh = 7
- S100A4 MyoIIA = 5
- Xi reactivation = 0.1
- Statin myotox sup = nt
- PGC1a acetyl inh = nt
- Cneo AK release = nt
- SIRT5 block = -1
- ERAP1 inh = 0
